Pf growth 96h = inhibits malaria parasite growth, 96 h; P. falciparum luciferase reporter growth, 96 h; Potency, µM (doses to about 28.7 µM), for inactives: at the top dose activity change, negative = inhibition, hits mostly inhibitors; actives 6.9% (n = 320,000); AID 504834
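P. falciparum expressing integrated firefly luciferase, in erythrocytes at 2% hematocrit, 0.05% parasitemia, incubated with compounds 96 h at 37 C, 5% CO2. Growth inhibition read as loss of luminescence; two-generation exposure targets delayed-death apicoplast inhibitors.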
Pf growth 48h = inhibits P. falciparum growth in the first generation, 48 h; P. falciparum luciferase growth in erythrocytes, 48 h; Potency, µM (doses to about 28.7 µM), inactives show top-dose activity change, negative = inhibition, most hits filed as inhibitors; actives 5.9% (n = 310,000); AID 504832
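Luminescence readout; reporter = integrated firefly luciferase in P. falciparum. RBC culture at 2% hematocrit, 0.1% parasitemia final, 37 C/5% CO2; decreased signal taken as growth inhibition.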
Tb PYK inh = inhibitors of Trypanosoma brucei pyruvate kinase. Q57TT1. TbPYK enzyme, Kinase-Glo Plus ATP luminescence, 45 min. Potency, µM (top dose mostly 76.8 µM), for inactives: at the top dose activity, negative = inhibition, actives largely listed as inhibitors. actives 0.12% (n = 410,000). AID 624173; note: nearly all actives have a fitted effect of over 50% in size
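ADP (130 uM final) triggers the TbPYK reaction after compound addition; incubation is 45 min at room temperature. Kinase-Glo Plus is then added and luminescence imaged. Normalized data are fitted to concentration-effect curves.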
LmPK inhibitor = blocks Leishmania mexicana pyruvate kinase activity; purified LmPK, Kinase-Glo ATP luminescence, 1 h; Potency, µM (titrated, usually from 57.5 µM), without a hit: at the top dose activity change, negative = inhibition, hits mostly inhibitors; actives 0.37% (n = 290,000); AID 1721
Target sequence (Q27686 whole entry, looked up): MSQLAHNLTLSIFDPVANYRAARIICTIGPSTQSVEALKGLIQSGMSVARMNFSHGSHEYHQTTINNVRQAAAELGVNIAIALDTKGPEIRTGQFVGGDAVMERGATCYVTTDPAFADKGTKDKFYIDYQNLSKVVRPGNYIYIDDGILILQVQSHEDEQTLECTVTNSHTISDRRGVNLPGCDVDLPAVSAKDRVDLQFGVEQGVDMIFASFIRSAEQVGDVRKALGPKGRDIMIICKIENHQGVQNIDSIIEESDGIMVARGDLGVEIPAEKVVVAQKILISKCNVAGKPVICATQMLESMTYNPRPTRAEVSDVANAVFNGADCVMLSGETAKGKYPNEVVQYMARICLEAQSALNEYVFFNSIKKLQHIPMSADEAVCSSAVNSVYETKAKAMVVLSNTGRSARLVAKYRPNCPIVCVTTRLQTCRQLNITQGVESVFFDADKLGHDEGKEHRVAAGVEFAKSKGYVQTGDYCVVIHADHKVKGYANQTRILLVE
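Pyruvate kinase activity monitored as ATP production (luciferase luminescence). Conditions: 0.1 nM enzyme, 0.5 mM PEP, 0.1 mM ADP, 1 h, RT; normalized against uninhibited and no-enzyme wells.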
HCV inh = blocks hepatitis C virus | Huh7.5.1 HCVcc-Cre infection, luciferase reporter, 44 h | Potency, µM (top dose mostly 41.8 µM), without a hit: at the highest dose activity change, negative = inhibition, actives largely listed as inhibitors | actives 3.4% (n = 340,000)
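Luciferase read-out (15 sec integration) after a 15 min room-temperature substrate step quantifies HCVcc-Cre infection. Cells, 1,000 per well, had compound added 4 h post-plating, then virus at ~0.5 moi, and were cultured 44 h.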
Sm TGR block = inhibitors of Schistosoma mansoni thioredoxin glutathione reductase; Potency, µM (highest dose often 114 µM), inactives show top-dose activity change, negative = inhibition, most hits filed as inhibitors; AID 485364; actives 3% (n = 360,000); purified TGR, DTNB reduction, TNB absorbance 405 nm; note: nearly all actives have a fitted effect of over 60% in size
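First, TGR (20 nM dispensed) and NADPH were mixed with compound. Second, a 15 min room-temperature incubation followed. Third, further NADPH and then DTNB were added to start the reaction. Finally, TNB absorbance was monitored kinetically.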
* hit, by the source's call; [ ] = dose if it differs, or a comment. Calls come from the whole dose curve; as a rule, active = well fitted curve in the direction sought with a large enough effect; inconclusive = small, poorly fitted or top-dose-only effect, or another doubt; inactive = no such curve, though single readings can be large; an effect the other way counts as inactive or inconclusive. % is set by controls: 0 for no effect and ±100 for the full control effect; potency is the fitted concentration of half-maximal effect.

Preview (4 entries):
What do the screens show for `N#Cc1cc(-c2ccccc2)nnc1Sc1ccccc1`?
Pf growth 96h: 29.9%; Tb PYK inh: -3.6%; LmPK inhibitor: 2.5%; HCV inh: -3.4%; Sm TGR block: 1.0%

How did O=C(Oc1ccccc1C(=O)N1CCOCC1)c1cccc(Br)c1 do in these assays?
Pf growth 96h: inconclusive; Pf growth 48h: 11.8%; Tb PYK inh: -0.4%; LmPK inhibitor: 4.7%; HCV inh: 11.0%; Sm TGR block: -0.5%

Results for Nc1nonc1C(=O)N/N=C/c1cc2c(cc1[N+](=O)[O-])OCO2 ?
Pf growth 96h: -0.6%; Pf growth 48h: 13.7%; Tb PYK inh: -7.1%; LmPK inhibitor: 2.6%; HCV inh: -7.5%; Sm TGR block: 7.8%

What do the screens show for `CCOC(=O)C1CCN(C(=O)c2ccco2)CC1`?
Pf growth 96h: 9.5%[5.75 µM]; Pf growth 48h: -3.3%; Tb PYK inh: 3.0%; LmPK inhibitor: 2.1%; HCV inh: 9.6%; Sm TGR block: -30.4%

All compounds of this part, previewed entries included:
What do the screens show for `N#Cc1cc(-c2ccccc2)nnc1Sc1ccccc1`?
Pf growth 96h: 29.9%; Tb PYK inh: -3.6%; LmPK inhibitor: 2.5%; HCV inh: -3.4%; Sm TGR block: 1.0%

How did O=C(Oc1ccccc1C(=O)N1CCOCC1)c1cccc(Br)c1 do in these assays?
Pf growth 96h: inconclusive; Pf growth 48h: 11.8%; Tb PYK inh: -0.4%; LmPK inhibitor: 4.7%; HCV inh: 11.0%; Sm TGR block: -0.5%

Results for Nc1nonc1C(=O)N/N=C/c1cc2c(cc1[N+](=O)[O-])OCO2 ?
Pf growth 96h: -0.6%; Pf growth 48h: 13.7%; Tb PYK inh: -7.1%; LmPK inhibitor: 2.6%; HCV inh: -7.5%; Sm TGR block: 7.8%

What do the screens show for `CCOC(=O)C1CCN(C(=O)c2ccco2)CC1`?
Pf growth 96h: 9.5%[5.75 µM]; Pf growth 48h: -3.3%; Tb PYK inh: 3.0%; LmPK inhibitor: 2.1%; HCV inh: 9.6%; Sm TGR block: -30.4%

Results for COC(=O)c1ccc(C)c(NC(=O)c2c(-c3ccccc3)noc2C)c1 ?
Pf growth 96h: -4.5%; Pf growth 48h: -5.5%; Tb PYK inh: -9.8%; LmPK inhibitor: -4.2%; HCV inh: 8.9%; Sm TGR block: 6.6%

What do the screens show for `NCCCC[C@H]1CNC(=O)C(=O)N1CCc1cccc(F)c1`?
Pf growth 96h: inconclusive; Pf growth 48h: inconclusive; Tb PYK inh: -5.9%; LmPK inhibitor: 0.5%; HCV inh: 12.4%; Sm TGR block: 4.2%

How did CC(C)CN1C(=O)c2ccc(NC(=O)c3ccco3)cc2C1=O do in these assays?
Pf growth 96h: inconclusive; Pf growth 48h: -7.8%; Tb PYK inh: -2.1%; LmPK inhibitor: 2.2%; HCV inh: 1.1%; Sm TGR block: 14.5%

Results for COCCNC(=O)c1cc2cc3ccc(OC)cc3nc2o1 ?
Pf growth 96h: 16.0%; Pf growth 48h: 7.4%[0.00184 µM]; Tb PYK inh: 4.9%; LmPK inhibitor: 0.8%; HCV inh: 8.7%; Sm TGR block: 0.0%

What do the screens show for `Cc1cccc(/C=N/NC(=O)Cc2ccc(Cl)cc2)c1O`?
Pf growth 96h: 98.4%[activator]; Pf growth 48h: inconclusive; Tb PYK inh: -3.8%; LmPK inhibitor: -1.3%; HCV inh: 12.6µM*; Sm TGR block: 89.9%[activator]

What do the screens show for `CCN(CC)CCn1c(NCc2ccc3c(c2)OCO3)nc2ccccc21`?
Pf growth 96h: inconclusive; Pf growth 48h: -14.6%; Tb PYK inh: -7.4%; LmPK inhibitor: 0.7%; HCV inh: -17.9%; Sm TGR block: 13.2%

Results for COc1ccccc1N(CC(=O)NCc1ccco1)S(=O)(=O)c1ccc(C)cc1 ?
Pf growth 96h: 69.1%[activator]; Pf growth 48h: -26.0%; Tb PYK inh: -24.6%; LmPK inhibitor: -2.1%; HCV inh: 6.4%; Sm TGR block: 39.8µM*

What do the screens show for `Cc1cc(=O)[nH]c(-c2ccccc2)n1`?
Pf growth 48h: -7.1%; Tb PYK inh: -3.6%; LmPK inhibitor: 1.5%; HCV inh: 5.1%; Sm TGR block: -7.6%

How did O=C(Cn1ncc2c1-c1ccccc1OC2)N1CCN(Cc2ccc3c(c2)OCO3)CC1 do in these assays?
Pf growth 96h: 4.65µM*; Tb PYK inh: -2.4%; LmPK inhibitor: 13.4%; HCV inh: -19.7%; Sm TGR block: -26.3%

Results for Cc1c(C(=O)Nc2cccc(C(F)(F)F)c2)oc2ccc(S(=O)(=O)N3CCOCC3)cc12 ?
Pf growth 96h: 4.2%; Pf growth 48h: 8.6%; Tb PYK inh: 0.7%; LmPK inhibitor: 0.5%; HCV inh: inconclusive; Sm TGR block: 0.2%

Results for COc1ccc(-c2cc(C(=O)Nc3c(C)nn(Cc4ccccc4)c3C)no2)cc1 ?
Pf growth 96h: 4.65µM*; Tb PYK inh: -1.8%; LmPK inhibitor: 6.2%; HCV inh: inconclusive; Sm TGR block: 5.8%

How did CCOc1ccc(C2CC(=O)NC3=C2C(=O)CCC3)cc1 (centres undefined) do in these assays?
Pf growth 96h: inconclusive; Pf growth 48h: -9.7%; Tb PYK inh: -1.9%; LmPK inhibitor: -1.5%; HCV inh: 1.6%; Sm TGR block: -28.9%

Results for Cc1coc2c(C)c3oc(=O)c(CCC(=O)NCCCN4CCCC4=O)c(C)c3cc12 ?
Pf growth 96h: -13.4%; Pf growth 48h: inconclusive; Tb PYK inh: 1.2%; LmPK inhibitor: -12.9%; HCV inh: -22.1%; Sm TGR block: 18.3%

What do the screens show for `O=C(CSc1nc(C2CC2)nc2ccccc12)N1c2ccccc2Sc2ccccc21`?
Pf growth 96h: inconclusive; Pf growth 48h: inconclusive; Tb PYK inh: 7.1%; LmPK inhibitor: 4.8%; HCV inh: -0.7%; Sm TGR block: -0.4%

What do the screens show for `Nc1ccc(N=Nc2ccccc2)cc1`?
Pf growth 96h: 457.1%[activator]; Pf growth 48h: 224.8%[activator]; Tb PYK inh: -1.9%; LmPK inhibitor: -13.4%; HCV inh: -8.8%; Sm TGR block: -6.6%

Results for NC(=O)c1ccccc1OCC(=O)N1CCCC1c1ccc2c(c1)OCCCO2 (centres undefined) ?
Pf growth 96h: -6.0%; Pf growth 48h: inconclusive; Tb PYK inh: -3.9%; HCV inh: -11.6%; Sm TGR block: 0.5%

What do the screens show for `COc1cccc(CNC(=O)C(c2ccc(Cl)cc2)C(C)C)c1` (centres undefined)?
Pf growth 96h: 6.57µM*; Pf growth 48h: 9.28µM*; Tb PYK inh: -5.9%; LmPK inhibitor: 1.5%; HCV inh: 14.2%; Sm TGR block: -2.8%

What do the screens show for `O=C(Cn1c(=O)oc2cc(S(=O)(=O)N3CCCC3)ccc21)NCc1ccccn1`?
Pf growth 96h: inconclusive; Pf growth 48h: 11.7%; Tb PYK inh: -0.1%; LmPK inhibitor: -0.4%; HCV inh: 3.9%; Sm TGR block: 4.2%

Results for COc1ccc(C2=Nn3c(nnc3-c3ccc(OC)cc3)SC2)cc1 ?
Pf growth 48h: 10.4µM*; Tb PYK inh: -2.4%; LmPK inhibitor: -0.1%; HCV inh: 3.55µM*; Sm TGR block: 6.9%

How did O=C(O)/C=C/c1cn(-c2ncc(C(F)(F)F)cc2Cl)c2ccccc12 do in these assays?
Pf growth 96h: -24.7%; Pf growth 48h: inconclusive; Tb PYK inh: -5.1%; LmPK inhibitor: -0.2%; HCV inh: 3.0%; Sm TGR block: 14.4%

How did Cc1c(C)n2c3c(cccc13)CC2 do in these assays?
Pf growth 96h: 241.3%[activator]; Pf growth 48h: 37.7%[activator]; Tb PYK inh: -1.5%; LmPK inhibitor: 3.2%; HCV inh: -5.3%; Sm TGR block: -8.6%

How did COc1ccccc1OCCNC(=O)c1ccco1 do in these assays?
Pf growth 96h: 68.3%[activator]; Pf growth 48h: 35.8%[activator]; Tb PYK inh: 0.7%; LmPK inhibitor: -0.2%; HCV inh: 15.6%; Sm TGR block: 4.9%

What do the screens show for `CCN1/C(=C\C=C(C(C)=O)C(C)=O)Sc2ccccc21`?
Pf growth 96h: -9.6%; Pf growth 48h: 0.1%; Tb PYK inh: -6.1%; LmPK inhibitor: 0.5%; HCV inh: -20.9%; Sm TGR block: -2.6%

What do the screens show for `CCC1CCCCN1S(=O)(=O)c1ccc([N+](=O)[O-])cc1` (centres undefined)?
Pf growth 96h: inconclusive; Pf growth 48h: 1.5%; Tb PYK inh: -0.1%; LmPK inhibitor: -5.7%; HCV inh: 5.9%; Sm TGR block: 8.1%

What do the screens show for `C/C(CC(=O)N1CCN(C=O)CC1)=N\NC(=O)c1cccc([N+](=O)[O-])c1`?
Pf growth 96h: 10.1%; Pf growth 48h: 19.4%; Tb PYK inh: 0.9%; LmPK inhibitor: -2.4%; HCV inh: 5.9%; Sm TGR block: -2.8%[57.1 µM]

What do the screens show for `CC(C)COc1ccc(C(=O)N(Cc2ccco2)C2CCS(=O)(=O)C2)cc1` (centres undefined)?
Pf growth 96h: inconclusive; Pf growth 48h: inconclusive; Tb PYK inh: -5.8%; LmPK inhibitor: 1.3%; HCV inh: 22.6%; Sm TGR block: 0.0%

What do the screens show for `CCOc1ccc(N(C)S(=O)(=O)c2cnc[nH]2)cc1`?
Pf growth 96h: 0.7%; Pf growth 48h: 13.2%; Tb PYK inh: -1.5%; LmPK inhibitor: -0.1%; HCV inh: 11.3%; Sm TGR block: 5.2%

Results for C=C(C)C(=O)N1CC2(CC(c3cccc(NC(=O)/C=C\C=C/C)c3)=NO2)C[C@H]1C(N)=O (some centres undefined) ?
Pf growth 96h: 88.5%[activator]; Pf growth 48h: 81.2%[activator]; Tb PYK inh: -28.3%; LmPK inhibitor: 3.9%; HCV inh: 17.0%; Sm TGR block: inconclusive

How did Cc1nonc1N1CCN(Cc2cn[nH]c2-c2ccc3c(c2)OCO3)CC1 do in these assays?
Pf growth 96h: inconclusive; Pf growth 48h: -1.8%; Tb PYK inh: -2.9%; LmPK inhibitor: 5.6%; HCV inh: 0.2%; Sm TGR block: 8.5%

What do the screens show for `O=C(COC(=O)c1cccc(Cl)c1)NC1CCCCCCC1`?
Pf growth 96h: -26.1%; Pf growth 48h: -11.6%; Tb PYK inh: -4.9%; HCV inh: 0.0%; Sm TGR block: -4.0%

Results for COCC(C)N=C1NN=C(c2c[nH]c3ccccc23)CS1 (centres undefined) ?
Pf growth 96h: 0.0%; Pf growth 48h: 138.8%[activator]; Tb PYK inh: -6.1%; LmPK inhibitor: 0.0%; HCV inh: -7.0%; Sm TGR block: 1.6%

What do the screens show for `CCOC(=O)c1nc(C)nc(Sc2n[nH]c(-c3cc(C(F)(F)F)cc(C(F)(F)F)c3)n2)c1C`?
Pf growth 96h: -2.7%; Pf growth 48h: 0.0%; Tb PYK inh: 4.6%; LmPK inhibitor: 10.0%; HCV inh: -11.5%; Sm TGR block: 2.9%

Results for Cc1cccc(NS(=O)(=O)c2ccc(C)c(C(=O)NCC(c3cccs3)N(C)C)c2)c1 (centres undefined) ?
Pf growth 96h: inconclusive; Pf growth 48h: inconclusive; Tb PYK inh: 1.5%; HCV inh: inconclusive; Sm TGR block: -4.1%

What do the screens show for `CCOC(=O)CN(C(=O)c1ccccc1[N+](=O)[O-])C(C)(C)C`?
Pf growth 96h: 24.4%; Pf growth 48h: 36.5%[activator]; Tb PYK inh: 2.0%; LmPK inhibitor: -4.2%; HCV inh: 9.7%; Sm TGR block: 14.5%

From PubChem BioAssay
